Screening results: PubChem BioAssay, Broad Institute
SIRT5 inh = SIRT5 desuccinylase inhibitors, primary screen, biochemical, fluorescence imaging, single point, set 5; NAD-dependent protein deacylase sirtuin-5, mitochondrial (Homo sapiens), Q9NXA8; Purified SirT5, succinyl-peptide AMC, trypsin-coupled fluorescence; inhibition, % at 15 µM; 330,000 compounds, 1.1% hits; in the data active = inhibition above about 15%; inconclusive = no clear call, values can overlap the other calls
Target sequence (Q9NXA8 whole entry, looked up): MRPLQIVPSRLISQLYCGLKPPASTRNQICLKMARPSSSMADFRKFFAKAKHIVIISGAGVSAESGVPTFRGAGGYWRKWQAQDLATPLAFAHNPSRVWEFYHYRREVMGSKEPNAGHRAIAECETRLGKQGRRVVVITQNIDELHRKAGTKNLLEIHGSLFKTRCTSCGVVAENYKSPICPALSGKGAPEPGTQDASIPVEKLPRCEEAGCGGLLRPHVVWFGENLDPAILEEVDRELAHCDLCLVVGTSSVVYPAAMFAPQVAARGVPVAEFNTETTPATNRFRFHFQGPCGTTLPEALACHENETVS
Cneo AK release = Cryptococcus neoformans cell lysis inducers, primary screen, AK release luminescence, single concentration | lysis activity, % at 15 µM | 360,000 compounds, 0.2% hits | AID 651654, 2012 | C. neoformans lysis, adenylate kinase release luminescence, 4 h; normalised: neutral wells 0, clomiphene wells 100;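 active = mean lysis activity across replicates of at least 80%, whatever share of replicates individually reach that level; inactive = mean lysis activity below 80%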
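Test system: log-phase Cryptococcus neoformans yeast cells; Quantity: yeast cell density of 5 × 10^6 cells/mL; Buffer or medium: YPD; Doses: single compound concentration per well; Timing: 4 h at 37 °C static, read 1 h later; Measured by: AK luminescence; Read-out basis: lysis from increased AK signal; Control set: Clomiphene as positive control.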
ERp5 block = inhibitors of ERp5-driven insulin aggregation, primary screen, biochemical, turbidity, absorbance 650 nm, single point; Protein disulfide-isomerase A6 (Homo sapiens), Q15084; 90 min; inhibition, % at 9.99 µM; 350,000 compounds, 0.05% hits;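 active = mean replicate inhibition above about 25%, with every replicate also reaching it, limit read from the data, passing the limit was not always enough; inconclusive = only one of those two criteria met; inactive = neither criterion met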
Target sequence (Q15084 whole entry, looked up): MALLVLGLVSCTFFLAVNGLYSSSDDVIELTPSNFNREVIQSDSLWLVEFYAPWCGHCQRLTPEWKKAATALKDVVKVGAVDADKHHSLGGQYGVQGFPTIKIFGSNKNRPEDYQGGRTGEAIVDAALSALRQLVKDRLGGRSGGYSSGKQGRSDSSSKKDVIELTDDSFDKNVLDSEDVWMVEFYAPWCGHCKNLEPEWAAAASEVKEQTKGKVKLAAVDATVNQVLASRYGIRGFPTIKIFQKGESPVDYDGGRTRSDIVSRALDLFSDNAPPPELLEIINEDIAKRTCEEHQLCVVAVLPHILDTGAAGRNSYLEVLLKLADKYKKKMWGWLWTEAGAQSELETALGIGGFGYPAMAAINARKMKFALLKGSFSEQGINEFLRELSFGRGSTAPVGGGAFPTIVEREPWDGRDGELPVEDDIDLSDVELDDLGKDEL
esBAF inh = Bmi1 luciferase reporter increase in mESCs, primary screen, esBAF inhibitor project, mouse ES cells, Bmi1 luciferase knock-in, single point; 24 h; 100% = twice the neutral-well signal; reporter increase, % at 12.5 µM; 350,000 compounds, 2% hits; AID 602393, 2012; in the data active = activation above about 40%; inconclusive = no clear call, values can overlap the other calls;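 note: 0% = median of the plate's neutral control wells and 100% = double that signal; a rise in the Bmi1 reporter signal indicates esBAF inhibition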
C2C12 statin = suppressors of statin myotoxicity in C2C12 myotubes, primary screen, cell-based, single point, plate reader; C2C12 myotubes + simvastatin, ATP luminescence, 48 h; scaled: DMSO 0, geranylgeraniol control 100; rescue of ATP level, % at 7.49 µM; 330,000 compounds, 0.78% hits; AID 602340, 2012;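 active = mean ATP rescue above about 67%, or every replicate alone reaching that limit, limit read from the data, passing the limit was not always enough; inconclusive = no clear call, values can overlap the other calls; inactive = mean under the limit and some replicate under it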;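 note: myotubes were challenged with 10 µM simvastatin during compound exposure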
ARNT TACC3 PPI = disruptors of ARNT/TACC3 protein interaction, primary screen, biochemical, AlphaScreen, single concentration; Transforming acidic coiled-coil-containing protein 3 (Homo sapiens), Q9Y6A5; AlphaScreen His-ARNT PAS-B/GST-TACC3 binding, luminescence; TACC3 fragment carries E629A point mutation; inhibition, % at 9.99 µM; 390,000 compounds, 0.66% hits; AID 623870, 2012;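 active = mean inhibition of replicates at least 50% and at least half of replicates each reaching 50%; inconclusive = half or more replicates reach 50% but mean below 50%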;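 note: 0% = complete ARNT plus TACC3 wells and 100% = ARNT alone without TACC3; many hits fall short of the cut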
miR-122 sensor = miR-122 Renilla sensor signal increase in Huh7, primary screen, miR-122 inhibitor project, cell-based, single point, plate reader; AID 602342, 2012; Huh7 miR-122 Renilla luciferase sensor, 48 h; neutral wells = 0, positive control = 100; activation (reporter increase), % at 12.5 µM; 340,000 compounds, 0.3% hits;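 active = mean replicate activation score at least 90 and every replicate individually at or above 90; inconclusive = only one of the two criteria met; inactive = neither criterion met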;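 note: higher luciferase means less miR-122 activity so hits act as miR-122 inhibitors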
Active calls of the source: *; ? = inconclusive; . = no result given; & = joins results of further samples; [ ] = another dose, or the depositor's remark.

Order of values – SIRT5 inh, Cneo AK release, ERp5 block, esBAF inh, C2C12 statin, ARNT TACC3 PPI, miR-122 sensor
> Cc1ccc(S(=O)(=O)N(C)C[C@@H]2OCCCC[C@H](C)Oc3ccc(NC(=O)NC(C)C)cc3C(=O)N([C@@H](C)CO)C[C@H]2C)cc1
  0, 2, -2, 1, ., -3, 8[16.7 µM]
> CN(C)CC(=O)N[C@@H]1C=C[C@@H](CC(=O)NCCN2CCCCC2)O[C@@H]1CO
  1&-4, -2, 6&0, -1, -7, -4, .
> OCC[n+]1ccc(/C=C/c2c[nH]c3ccccc23)cc1
  5, ., 1, 8, -114, 0, -25
> Cc1c(C(=O)NNC(=O)c2ccncc2)oc2ccc(Br)cc12
  -1, -4, -5, 0, 13, -2, .
> COCCNC(=O)C[C@@H]1CC[C@H]2[C@@H](COc3ccc(NC(=O)c4cc(C)on4)cc3C(=O)N2C)O1
  -2, -3, 0, -1, 1, -1, -18[16.7 µM]
> CCCC#Cc1cnc2c(c1)C(=O)N([C@@H](C)CO)C[C@@H](C)[C@@H](CN(C)C(=O)CN1CCOCC1)O2
  -7, ., 0, 0, -2, ., 4[16.7 µM]
> Cc1cc(C)cc(Nc2cc(=O)n(C3CCCCC3)c(=O)[nH]2)c1
  ., -2, ., 4, ., 6, 0
> COc1ccccc1C(=O)NCCc1nc2ccccc2[nH]1
  ., 0, ., 5, -7, -25, -5
> O=C(NC[C@H]1N[C@H](CO)[C@H]1c1ccccc1)c1ccccc1F
  1, 0, -6, 4, 7, -3, ?
> COC(CNC(=O)C1CC(=O)N(CCc2ccccc2)C1)OC (stereo not drawn)
  ., 9, ., -3, 1, 8, -8
> O=C(Oc1ccccc1)c1ccc2nsnc2c1
  ., -4, ., 13, -29, ., 0
> COc1ccc(NC(=O)N(C)C[C@@H]2OCCCC[C@@H](C)Oc3ccc(NS(=O)(=O)c4ccccc4)cc3C(=O)N([C@@H](C)CO)C[C@H]2C)cc1
  -2, -1, 4, 3, ., 10, -4[16.7 µM]
> CCCCCCC(=O)N(O)C1CC(=O)N(c2ccc(Cl)cc2)C1=O (stereo not drawn)
  ., -2, -1, ., ., ., -11
> COc1ccccc1/C=C/C=N/NC(=O)Cc1cccn1C
  2, ., 5, ., ., 3, .
> CCCCOC(=O)CCn1[nH]c(=O)c2ccccc2c1=O
  ., -2, ., 4, -8, -2, -3
> CC(=O)Nc1cccc(NC(C)=C(C#N)C#N)c1
  ., 1, ., 1, 5, 1, -12
> C=CCn1c(SCC(=O)Nc2ccc(OC)cc2)nc2ccccc2c1=O
  0, 0, 5, 10, 10, 7, .
> COc1cc(NC(=O)CSc2ncnc3scc(-c4ccccc4)c23)c(C(=O)O)cc1OC
  -3, ., 6, ., ., -10, .
> O=C(COC(=O)/C=C/c1ccc(Cl)c(Cl)c1)NC1CC1
  -1, 1, -10, -4, -2, -2, .
> NC(=O)C1CCN(C(=O)CC2C(=O)NCCN2Cc2cccc(Oc3ccccc3)c2)CC1 (stereo not drawn)
  -1, -5, 6, -1, 13, ., .
> C[C@@H]1CCCCO[C@H](CN(C)C(=O)c2ccccc2)[C@H](C)CN([C@H](C)CO)C(=O)c2cc(NC(=O)c3ccccc3)ccc2O1
  1, -1, 5, ., ., 7, -6[16.7 µM]
> O=C(COc1coc(CN2CCN(c3ccccc3)CC2)cc1=O)Nc1ccccc1F
  -2, 1, -7, ., -5, 4, -2
> COc1ccccc1C(=O)NC(=S)Nc1ccc2[nH]c(=O)[nH]c2c1
  -3, 0, 1, 10, -1, -6, -6
> Cc1ccccc1CN1CCC(n2nccc2NC(=O)c2cccnc2)CC1
  -4, -1, 0, -4, 1, 6, .
> COc1ccc(S(=O)(=O)Nc2ccc3c(c2)CC(=O)N([C@H](C)CO)C[C@H](C)[C@H](CN(C)S(=O)(=O)c2cn(C)cn2)O3)cc1
  -6, -3, ., -6, -12, 2, 2[16.7 µM]
> O=S(=O)(Nc1nccs1)c1ccc(Br)cc1
  0, ., 2, ., ., -6, .
> Cn1nnnc1SCC(=O)NCc1cccc(C(=O)O)c1
  ., 5, ., -5, -15, -6, -3
> CC(C)Sc1nc2c(c(=O)[nH]c(=O)n2C)n1CC(O)COc1ccccc1 (stereo not drawn)
  0, 0, -5, 4, 6, -11, -4
> COc1cc(OC)cc(C(=O)OCC(=O)NC(C)CCc2ccccc2)c1 (stereo not drawn)
  -1, 0, -3, -1, -12, -27, 5
> O=C(CSc1nnnn1Cc1ccccc1)N1CCN(c2ccccc2)CC1
  ., 0, ., 8, -13, -2, -6
> Oc1ccc(C[C@H]2CNCCN2CCc2cccc(F)c2)cc1
  0, 0, 5, -7, -115, -14, .
> COCCCn1c(=O)/c(=C\c2ccc(OC(F)F)c(OC)c2)s/c1=C(/C#N)C(=O)NCCOC
  -3, ., 6, ., ., 4, .
> COc1ccccc1-c1cn(CC[C@@H]2CC[C@@H](NS(=O)(=O)c3ccccc3C)[C@@H](CO)O2)nn1
  0, 0, 4, 6, -5, -1, .
> O=C(Nc1ccccc1Cl)O/N=C(/c1ccccc1)c1ccccn1
  ., 2, ., ., ., 42, -4
> Cc1ccc(OCC(=O)NCCNC(=O)c2ccco2)cc1
  -2, 0, 4, -1, -4, -9, -5
> CCOC(=O)N1CCN(C(=O)COC(=O)C2CCN(S(=O)(=O)c3c(Cl)cccc3Cl)CC2)CC1
  1, 0, -1, 1, -15, -2, .
> O=C(c1cnc2n(c1=O)CCS2)N1CCN(c2ccc(Cl)c(Cl)c2)CC1
  ., -2, ., 9, 12, 1, -4
> CCOC(=O)Cn1c(=O)c(F)cn(Cc2ccc(OC)c([N+](=O)[O-])c2)c1=O
  3, -8, 1, 0, 3, -22, -6
> NC(=O)NCC#Cc1ccc2c(c1)[C@]1(C(=O)N2)[C@H](c2ccc(OCCO)cc2)N2[C@H](c3ccccc3)[C@H](c3ccccc3)OC(=O)[C@H]2[C@@H]1C(=O)O
  3, 1, 7, ., ., ., .
> COc1ccc(N2CC(C(=O)N[C@@H](C)C(=O)N[C@H](CO)c3ccccc3)CC2=O)cc1 (stereo partly drawn)
  -1, 5, -2, -16, 7, -4, -6
> Cc1ccc(N2CC(=O)Nc3c(oc4nc(-c5ccccc5)cc(C)c34)C2=O)cc1
  -2, ., -1, ., ., 9, .
> C[C@@H]1CN([C@H](C)CO)C(=O)c2cc(NC(=O)C3CC3)ccc2O[C@@H]1CN(C)Cc1ccncc1
  -9, 0, 5, -9, -13, -2, 18[16.7 µM]
> Cc1nn(CC(=O)NC2CC2)c(C)c1S(=O)(=O)NC(C)(C)C
  -3, 0, 5, -2, -1, -8, -3
> Cc1nc(-c2cccc(NS(=O)(=O)c3ccc4ccccc4c3)c2)cs1
  ., 1, ., 3, 7, -7, 58
> COc1cccc(Nc2ccc(C(=O)O)cc2N)c1
  2, -1, 4, 15, 0, -5, -1
> C[C@@H](NC(=O)N(C)C[C@@H]1OCc2ccccc2-c2ccccc2C(=O)N([C@@H](C)CO)C[C@@H]1C)c1ccccc1
  -5, -1, -2, 1, ., 5, .
> COc1ccc(-c2[nH]ncc2CN(C)C(C)c2cccs2)c(F)c1 (stereo not drawn)
  1, 2, -1, 0, -8, 4, -7
> CN(C)C(=O)CSc1nnc(-c2ccc(S(=O)(=O)N3CCCC3)cc2)n1C
  -3, -1, -4, -2, -2, -6, 3
> Cc1noc(C)c1NC(=O)Nc1cccc2c1O[C@H](CN(C)C(=O)Nc1ccc(C(F)(F)F)cc1)[C@@H](C)CN([C@H](C)CO)C2=O
  -2&-5, -1, 5&0, 1, 7, -1, 0
> O=C(NCCc1cccc(F)c1)C1CCC(=O)N(CCCc2ccccc2)C1 (stereo not drawn)
  -1, 2, 2, -3, -17, -1, .
> CC(C)NC(=O)Nc1ccc2c(c1)C(=O)N([C@@H](C)CO)C[C@@H](C)[C@@H](CN(C)S(=O)(=O)c1ccc(Cl)cc1)OCCCC[C@H](C)O2
  -3, 1, -1, 0, ., -1, -3[16.7 µM]
> O=C1NC(=Nc2cccc(O)c2)S/C1=C\c1cccc([N+](=O)[O-])c1
  -4, ., -4, ., ., 0, .
> Cc1nnc(SCC(=O)Nc2ccc(C(N)=O)cc2)n1-c1ccccc1
  -1, -7, 4, -1, 3, 5, -6
> CC(=O)Nc1ccc(NC(=O)C(C)OC(=O)C2(c3ccc(Cl)cc3)CCCC2)cc1 (stereo not drawn)
  -5, ., -4, ., ., -4, .
> Cc1nn(CC2CC2)c(=O)n1-c1ccccc1
  4, 6, 1, -7, 8, -1, -1
> Cc1noc(C(=O)Nc2c(C)nn(Cc3ccccc3)c2C)c1Cl
  ., -2, ?, 3, 15, 3, -5
> CCc1nc2c(OCC(=O)C(C)(C)C)cccn2c1N(C)C(=O)c1ccco1
  -2, -2, 1, -2, 10, ., -4
> C[C@H](CO)N1C[C@H](C)[C@@H](CN(C)Cc2ccc(C(=O)O)cc2)Oc2c(NS(C)(=O)=O)cccc2C1=O
  -1, -8, -2, 1, -36, -5, -13[16.7 µM]
> O=C1CC(N2CCN(Cc3ccccc3)CC2)C(=O)N1CCc1ccccc1 (stereo not drawn)
  ., 0, ., -3, -4, 1, 2
> CCCCC(=O)NC(c1ccc(OC)c(OC)c1)c1c(O)ccc2ccccc12 (stereo not drawn)
  -2, ., -3, ., ., 0, 10

(cont.)
Order of values – SIRT5 inh, Cneo AK release, ERp5 block, esBAF inh, C2C12 statin, ARNT TACC3 PPI, miR-122 sensor
> Cc1nn(Cc2ccccc2Cl)c(C)c1NC(=O)Cn1nc([N+](=O)[O-])c(Cl)c1C
  ., 1, ., 3, 13, -8, 1
> CC(c1nnc(SCC(=O)N(C)C2CCS(=O)(=O)C2)n1-c1ccccc1)N(C)C (stereo not drawn)
  -1, -1, -3, -7, 0, -23, -6
> COc1ccc(NC(=O)C2CCN(S(C)(=O)=O)CC2)cc1
  -1, -1, 5, -13, 13, -9, 2
> Cc1noc(C)c1NC(=O)N(C)C[C@@H]1OCCCC[C@@H](C)Oc2ccc(NC(=O)C3CCCCC3)cc2C(=O)N([C@H](C)CO)C[C@H]1C
  4, -2, 4, 0, ., 10, 4[16.7 µM]
> CC1CN(C(=O)CCc2ccccc2)C(C)CN1C(=O)CCc1ccccc1 (stereo not drawn)
  ., 0, ., -3, 8, -6, -4
> C[C@@H]1CCCCO[C@@H](CN(C)C(=O)C2CCCCC2)[C@H](C)CN([C@H](C)CO)C(=O)c2cc(NS(=O)(=O)c3ccc(Cl)cc3)ccc2O1
  6, 0, -2, 3, ., -3, -3[16.7 µM]
> Cc1ccc2oc(C(=O)Nc3nnc(CC(C)C)s3)c(C)c2c1
  -1, -2, 10, ., ., 1, .
> CS(=O)(=O)c1cccc(NC(=O)C2CC2)c1
  -1, ., 1, ., ., -11, .
> Cc1ccc(C)c(OCC(=O)N2CCN(C(=O)c3ccco3)CC2)c1
  -3, 2, 8, ., ., -3, -1
> N#C/C(=C/c1ccc([N+](=O)[O-])cc1)C(N)=O
  -1, ., -3, ., ., -5, -4
> O=C(Nc1ccc2c(c1)OCCO2)c1cnc2n(c1=O)CCS2
  -1, -3, -2, 37, -1, 6, -7
> COc1cc(NC(=O)c2c(OC)cccc2OC)ccc1NC(=O)c1cc2ccccc2o1
  4, 4, 2, ?, -9, 0, -9
> C[C@H]1CCC[C@]2(CC(=O)c3cc(F)ccc3O2)C1
  ., 2, 0, -3, 5, -1, -7
